NSD2 HMT inh – NSD2 histone methyltransferase inhibitors, primary screen, biochemical, AlphaScreen, single concentration, set 2. Histone-lysine N-methyltransferase NSD2 (Homo sapiens), O96028. NSD2 peptide methylation, 120 min. inhibition, % at 12.5 µM. 310,000 compounds, 0.54% hits; in the data active = inhibition above about 50%
V-ATPase pH – regulators of yeast V-ATPase proton pumping, primary screen, pHLuorin cytosolic pH fluorescence; S. cerevisiae; response, % at 10 µM; 350,000 compounds, 0.37% hits; in the data active = response mostly above about 7.3%, no sharp cut-off; inactive = mostly below about 5.4%; note: actives read high; inactives centre near 0; some compounds called inactive have numbers as strong as hits
Pemphigus Ab inh – inhibitors of pemphigus antibody binding to DSG3, primary screen, biochemical, bead-based, flow cytometry, scFv-GFP | AID 588358, 2011 | DSG3-coupled beads, scFv-anti-DSG3-GFP binding; hits give low values | 310,000 compounds, 0.48% hits | Desmoglein-3 (Homo sapiens), P32926 | binding (percent of control), % at 10 µM;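 active = binding more than 3 SD below its plate's average and above zero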;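 note: hits lower antibody fragment binding to DSG3; some compounds called inactive have numbers as strong as hits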
RTF Ca sens inh – cardiac RTF calcium sensitivity inhibitors, primary screen, biochemical, IANBD-TnC fluorescence, EC70 calcium. Troponin I, cardiac muscle (Homo sapiens) + Troponin T, cardiac muscle (Homo sapiens) + …. inhibition, % at 7.15 µM. IANBD-labeled cardiac RTF, Ca2+ fluorescence. AID 493244, 2011. 340,000 compounds, 0.12% hits;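 active = inhibition above the mean inhibition of all tested compounds plus 3 SD, cut at about 17% in these data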;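 note: assay run at fixed EC70 calcium of 1.6 mM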
Arr AP2 block – inhibitors of beta-arrestin/AP2 binding, primary screen, biochemical, GPCR trafficking, flow cytometry; beta-arrestin 1 C-terminal peptide binding to AP2 beta2-adaptin appendage (human); FITC-arrestin peptide / GST-AP2 beads; AP2 beta2 appendage carries R879A mutation; inhibition, % at 10 µM; 340,000 compounds, 0.31% hits;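 active = inhibition above a set limit, near 3 SD of compounds lacking own fluorescence, cut at about 54% in these data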;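 note: plate controls were DMSO wells for no effect and 5 µM unlabelled arrestin peptide for full effect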
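System: GST-AP2 R879A glutathione beads | Also added: FITC-arrestin peptide, 50 nM | Times: 12 min plus 1 h, RT | Signal: Bead flow cytometry, FITC channel | Buffer or medium: PBS with 0.05% Tween 20 and 0.1% BSA | Read-out basis: Percent drop in bead-associated FITC signal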
Keap1-Nrf2 PPI – Keap1-Nrf2 protein-protein interaction inhibitors, primary screen, biochemical, fluorescence polarization, single point | Kelch-like ECH-associated protein 1 (Homo sapiens), Q14145 | inhibition, % at 9.4 µM | 340,000 compounds, 0.15% hits | Keap1 Kelch-Nrf2 peptide fluorescence polarization, 1536-well; in the data active = inhibition above about 12%;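 note: human Keap1 Kelch domain with fluorescein labeled Nrf2 9mer peptide probe; 0% = neutral control wells and 100% = peptide positive control; higher means more block of Keap1 binding to Nrf2 peptide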
LANA DNA inh – inhibitors of KSHV C-LANA binding to DNA, primary screen, biochemical, fluorescence polarization, FAM-LBS DNA, MBP-C-LANA, single point. Kaposi's sarcoma herpesvirus LANA C-terminal domain (residues 932-1162) DNA binding. inhibition, % at 9 µM. 340,000 compounds, 0.078% hits;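 active = highest replicate inhibition at or above 60% at 9 µM, even if other replicates fall short; inactive = all replicates below 60% inhibition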;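 note: 0% = neutral control wells and 100% = 4 µM acridine orange control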
CAL PDZ FP-1 – CAL PDZ peptide-binding inhibitors, primary screen, biochemical, fluorescence polarization, Cer-tagged CAL PDZ, HTS | purified CAL PDZ, TMR-peptide fluorescence polarization, 1 h | AID 504414, 2011 | 330,000 compounds, 0.02% hits | inhibition, % at 20 µM;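 active = highest replicate inhibition of at least 40%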;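 note: plate controls were DMSO neutral control wells for no effect and unlabeled competitor peptide control wells for full effect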
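Test system: tagged CAL PDZ domain / Buffer or medium: sodium phosphate/NaCl buffer pH 7.4 with TCEP, IgG, Thesit / Reagent: TMR-labelled reporter peptide T*-PRC34 bound in PDZ groove / Compound dosing: single point, 20 µM / Schedule: 1 h incubation at room temperature before polarization reading / Technique: fluorescence polarization (mP) / Benchmarks: unlabelled peptide, DMSO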
DAGLB inh – DAGLB lipase inhibitors, primary screen, biochemical, fluorescence, HTS; Diacylglycerol lipase-beta (Homo sapiens), Q8NCG7; HEK293T DAGLB membrane lysate, EnzChek fluorogenic substrate; inhibition, % at 5.17 µM; 340,000 compounds, 0.059% hits; AID 504411, 2011; in the data active = inhibition above about 34%;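 note: 0% = enzyme with vehicle and 100% = wells lacking enzyme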
Target sequence (Q8NCG7 whole entry, looked up): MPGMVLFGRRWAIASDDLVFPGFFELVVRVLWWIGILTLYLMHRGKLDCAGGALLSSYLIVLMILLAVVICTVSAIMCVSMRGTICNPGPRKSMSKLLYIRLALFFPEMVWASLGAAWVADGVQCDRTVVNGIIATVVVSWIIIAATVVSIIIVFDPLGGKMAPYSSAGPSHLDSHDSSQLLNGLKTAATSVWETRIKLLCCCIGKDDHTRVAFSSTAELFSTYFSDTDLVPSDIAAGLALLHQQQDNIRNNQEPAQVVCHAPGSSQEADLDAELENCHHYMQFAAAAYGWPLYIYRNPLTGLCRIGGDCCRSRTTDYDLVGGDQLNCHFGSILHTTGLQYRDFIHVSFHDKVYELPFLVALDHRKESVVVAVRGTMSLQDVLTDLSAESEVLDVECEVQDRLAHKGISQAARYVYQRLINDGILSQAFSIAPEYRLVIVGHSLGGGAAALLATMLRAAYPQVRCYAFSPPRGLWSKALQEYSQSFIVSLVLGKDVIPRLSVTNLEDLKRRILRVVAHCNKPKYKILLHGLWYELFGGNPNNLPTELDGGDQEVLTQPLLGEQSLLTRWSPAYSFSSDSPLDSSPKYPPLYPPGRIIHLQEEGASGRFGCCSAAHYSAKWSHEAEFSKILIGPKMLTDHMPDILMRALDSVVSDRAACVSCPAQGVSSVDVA
CAL PDZ FP-2 – untagged CAL PDZ binding inhibitors, primary screen, biochemical, fluorescence polarization, HTS; inhibition, % at 24.9 µM; AID 602252, 2012; purified CAL PDZ, TMR-peptide fluorescence polarization, 1 h; Golgi-associated PDZ and coiled-coil motif-containing protein (Homo sapiens), Q9HD26; 300,000 compounds, 0.92% hits;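 active = mean inhibition of at least 30% with at least half of replicates also reaching 30%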;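 note: 0% = DMSO neutral control and 100% = excess unlabeled competitor peptide PRC23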
Active calls of the source: *; · = not tested or not shown.

NSD2 HMT inh	V-ATPase pH	Pemphigus Ab inh	RTF Ca sens inh	Arr AP2 block	Keap1-Nrf2 PPI	LANA DNA inh	CAL PDZ FP-1	DAGLB inh	CAL PDZ FP-2	canonical_smiles
2	-6	118	-13	35	-2	-1.4	-1.0	-3	2	O=C(CO/N=C/c1c(Cl)cccc1Cl)NNC(=O)c1ccc(Cl)cc1
0	1	113	-3	-7	-4	-0.5	-0.5	-2	-3	Cc1ccc(-n2c(=S)[nH]c3nc4c(cc3c2=O)COC(C)(C)C4)cc1
9	-6	109	3	-5	-4	2.5	1.3	25	1	COc1ccc(N=CC2CCCCC2=O)c([N+](=O)[O-])c1 (configuration not stated)
·	2	100	-12	-15	0	1.1	-3.2	-4	·	CC1CCN(S(=O)(=O)c2ccc(C(=O)Nc3sccc3C(N)=O)cc2)CC1
-1	4	109	-4	13	1	·	-1.2	-1	-4	CN(Cc1ccccc1)C(=O)CN(c1ccccc1Cl)S(C)(=O)=O
-2	1	108	-6	-5	-1	2.6	-2.3	-2	-1	Cc1ccccc1CN1CCNC(=O)C1CC(=O)NCCN1CCCCC1=O (configuration not stated)
·	0	107	-7	-6	-1	1.7	0.3	-2	-4	COc1cc(OC)c(NC(=O)CS(=O)(=O)Cc2nc(-c3ccc(C)cc3)oc2C)cc1Cl
0	7	129	7	-8	-5	-0.7	-0.2	-1	-2	CCOc1ccc(NC(=O)CN(C)C(=O)c2ccc(C3SCCS3)cc2)cc1OCC
5	1	74	9	32	2	-0.5	-0.8	-3	-4	CCCc1c(O)nc(SCCN(CCC)CCC)[nH]c1=O
-1	-1	96	·	·	·	·	·	-11	·	Nc1cc(S(=O)(=O)c2ccc(N3CCCCC3)c(N)c2)ccc1N1CCCCC1
·	4	99	-6	0	0	1.3	-0.4	-3	0	CCOC(=O)[C@H]1[C@H]2COc3ccc(OC)cc3[C@@H]2N2C(=O)c3cc(C)ccc3NC(=O)[C@@]12C
·	1	·	-5	-1	-4	0.4	-0.4	0	0	COc1ccc(-c2sc3ccccc3c2/C=C/c2ccc(N)cc2)cc1
-3	0	105	-3	2	-1	-0.7	-2.2	-1	-2	O=C(c1ccc(=O)[nH]c1)N1CCN(S(=O)(=O)c2ccccc2)CC1
-9	0	101	-3	4	0	-0.1	0.4	1	-4	CCOc1cc(NC(=O)c2cccs2)c(OCC)cc1NC(=O)CCC(=O)NCCN1CCOCC1
·	-2	·	0	-3	-6	-0.1	0.5	1	-1	[O-]/C(=C(\C(=S)Nc1cccc2ccccc12)[n+]1ccccc1)c1ccc2c(c1)OCCO2
48	-2	94	0	-23	-1	-1.7	-0.7	16	-3	O=C(Nc1sc2c(c1C(=O)O)CCCC2)c1cccc(Cl)c1
0	0	117	4	3	-2	-0.5	-0.8	3	1	Cc1cc(C)c2c(=O)[nH]c(SCC(=O)Nc3cccc(S(=O)(=O)N(C)C)c3)nc2n1
·	0	·	-3	1	2	-0.2	-2.3	2	0	Cc1cc2nc(C)n(CCCNC(=O)Nc3ccc(F)cc3)c2cc1C
31	1	108	9	-19	-5	-1.4	-0.6	5	·	CC(=C/c1ccc(C(C)C)cc1)/C=N/NC(=O)Cn1nnnc1N
·	5	107	0	16	1	1.1	0.7	0	·	CCOc1ccc(CCNC(=O)CN2C(=O)c3cccnc3Oc3ccc(C)cc32)cc1OCC
-3	-6	119	2	34	2	0.6	-0.9	5	-2	O=C(NN=Cc1c(O)ccc2ccccc12)C1CC1
-2	-1	125	1	0	-4	-0.7	0.6	1	6	Cc1ccc(NC(=O)Nc2cccc(F)c2)nc1
·	3	92	-3	20	-4	8.8	-0.5	-1	4	COc1cc(C(=O)Oc2c(CN3CCOCC3)cc(Cl)c3cccnc23)cc(OC)c1OC
3	-3	104	-8	18	-5	0.0	-1.6	-2	-2	COCC1CCCCN1C(=O)c1ccc(OC2CCN(CCc3ccccc3)CC2)cc1 (configuration not stated)

Quoted from the listing for reference:
NSD2 HMT inh	V-ATPase pH	Pemphigus Ab inh	RTF Ca sens inh	Arr AP2 block	Keap1-Nrf2 PPI	LANA DNA inh	CAL PDZ FP-1	DAGLB inh	CAL PDZ FP-2	canonical_smiles
-2	-1	125	1	0	-4	-0.7	0.6	1	6	Cc1ccc(NC(=O)Nc2cccc(F)c2)nc1
·	3	92	-3	20	-4	8.8	-0.5	-1	4	COc1cc(C(=O)Oc2c(CN3CCOCC3)cc(Cl)c3cccnc23)cc(OC)c1OC
3	-3	104	-8	18	-5	0.0	-1.6	-2	-2	COCC1CCCCN1C(=O)c1ccc(OC2CCN(CCc3ccccc3)CC2)cc1 (configuration not stated)

Continued:
NSD2 HMT inh	V-ATPase pH	Pemphigus Ab inh	RTF Ca sens inh	Arr AP2 block	Keap1-Nrf2 PPI	LANA DNA inh	CAL PDZ FP-1	DAGLB inh	CAL PDZ FP-2	canonical_smiles
·	-2	100	-22	5	5	0.6	-3.9	0	0	CCOC(=O)c1cc2c(=O)n3ccccc3nc2n(Cc2ccco2)c1=NC(=O)c1ccc(OC)cc1OC
-4	-5	99	-2	7	-1	-1.3	-2.3	0	1	CCOc1ccc(CCNC(=O)COC(=O)c2ccc(OC(C)C)cc2)cc1OCC
-3	0	103	-5	22	2	0.5	-1.4	-1	-4	COc1ccccc1C(=O)NNC(=O)C(=O)N1CCCCC1
-1	2	102	2	-16	-1	-0.3	0.1	-2	-4	COC(=O)c1cccc(NC(=S)NCc2ccco2)c1
-5	2	·	-2	-2	6	2.2	-0.8	3	·	Cc1cc(NC(=O)CSc2nnc(CNC(=O)c3ccc(C(C)(C)C)cc3)o2)no1
-10	-3	·	-11	13	-5	-0.1	-0.2	2	-2	COc1cccc(C(C#N)NCCCNC(C#N)c2cccc(OC)c2OC)c1OC (configuration not stated)
·	-10	100	1	9	-4	-0.3	-1.0	0	-5	COC(=O)C1=C(C(=O)OC)[C@@H]2Nc3ccccc3[C@@]23C[C@@H](C(=O)OC)N(C(=O)c2cccs2)C3=N1
1	-2	124	-1	22	1	1.9	-1.5	-15	-3	CC1C(c2ccccc2)N(C)C(c2ccccc2)CC1(O)c1ccccc1 (configuration not stated)
-1	1	98	-3	-8	0	-0.4	-0.7	0	·	CCOC(=O)CN1C(=O)C2(OCCCO2)c2ccccc21
-1	2	95	1	-7	0	-0.3	·	0	-4	Cc1ccc(C(=O)NC(=S)Nc2ccc(-c3ccc(CO)o3)cc2)cc1
3	-3	93	-6	22	1	-0.9	-1.5	1	-1	Cc1ccc(NC2CCCN(C(=O)c3ccc(C)c(N4CCNC4=O)c3)C2)cc1C (configuration not stated)
17	3	·	-20	11	-8	-1.2	·	4	-9	Cc1cc(NC(=O)CN2CCCC2c2nc3ccccc3s2)no1 (configuration not stated)
-1	3	104	-7	5	-6	0.1	-2.1	4	·	Cn1c(CN2CCCCC2)nc2cc(NC(=O)c3ccc(Cl)cc3)ccc21
0	-4	100	0	2	-3	0.8	-1.5	12	1	Cc1ccc(CSCC(=O)N(CCC(C)C)c2c(N)n(Cc3ccccc3)c(=O)[nH]c2=O)cc1
2	-1	118	-6	-7	-2	0.9	-2.2	3	-3	COc1ccccc1CNC(=O)CCNS(=O)(=O)c1cccc2nsnc12
-5	0	110	-1	0	-3	0.3	-0.7	-1	-4	O=C(O)Cc1c(C(=O)O)nnn1-c1ccc(Cl)cc1Cl
2	-1	102	-6	14	2	-1.2	0.7	0	5	CC(=O)Nc1cc(NC(C)=O)ncn1
·	0	99	-6	8	2	-0.6	-0.8	-5	2	COCCNC(=O)c1cc(-c2ccccc2)nn1CC1CC(c2cccc([N+](=O)[O-])c2)=NO1 (configuration not stated)
2	2	103	-3	-10	0	-0.4	-1.2	0	-6	O=C(c1cccc(-c2ccco2)c1)N1CCCC(N2CCN(c3ccc(F)cc3)CC2)C1 (configuration not stated)
2	-2	104	11	10	-4	-0.2	-3.0	-3	-2	CCOc1ccc(OCC(=O)Nc2ccc(OC)cc2[N+](=O)[O-])cc1
3	-2	·	3	1	-4	-0.1	-1.9	8	-9	Cc1ccc(C(=O)C2=C(O)C(=O)N(Cc3ccco3)C2c2cccc(Cl)c2)o1 (configuration not stated)
-2	0	95	-8	6	-7	1.0	-2.4	0	-2	Nn1c(SCC(=O)Nc2ccccc2F)nnc1C1CCCCC1
0	-1	95	-8	12	3	-1.2	-1.5	1	-6	O=C(Nc1ccccc1)C(CCCCN1C(=O)c2ccccc2C1=O)N1C(=O)c2ccccc2C1=O (configuration not stated)
2	4	·	-20	13	2	-3.4	-1.4	2	-1	Cc1ccc(Nc2cc(C)nc(N3CCOCC3)n2)c(C)c1
0	-1	130	-7	9	-3	-0.8	-0.3	-3	-7	COc1ccc(OC)c(CCNC(=O)c2ccc3c(c2)N(Cc2ccc(F)cc2)CCS3)c1
-3	-2	95	-6	-12	-2	-0.9	-2.0	0	-2	Cn1c(=O)c2c(n3cnnc13)-c1ccccc1CC21CCCC1
-12	-4	102	-2	-21	0	0.1	-0.2	1	-5	COc1ccc(O)c(/C=N/NC(=S)Nc2cccnc2)c1
5	-1	119	-3	1	-6	-0.5	0.0	-2	0	CC1Cc2ccccc2N1Cc1cccc(S(=O)(=O)N(C)C)c1 (configuration not stated)
-3	-1	95	-4	18	-6	0.2	0.5	0	·	COc1cc2c(cc1NC(=O)COC(=O)C1CC(=O)N(Cc3ccco3)C1)oc1ccccc12 (configuration not stated)
4	1	93	-15	-2	7	-0.4	-0.9	-35	-2	CCC(C)c1ccc(NC(=O)COc2c(F)c(F)c(C(F)(F)F)c(F)c2F)cc1 (configuration not stated)
-3	1	103	-4	-1	-2	-0.8	-0.9	0	·	Cc1ccnc2nc(NC(=O)c3ccco3)nn12
-3	1	113	3	2	1	2.6	-0.5	-4	-2	Cc1nc(NC(=S)NC(=O)COc2ccc(Cl)cc2)ccc1Br
-1	-5	100	-2	9	-1	0.8	-3.3	2	·	CCOc1cc(C)nc(Oc2ccc(=O)[nH]n2)n1
1	-5	88	0	4	1	-0.3	0.1	1	0	O=c1[nH][nH]c(=O)c2c1[nH]c(=S)n2Cc1ccccc1

Compound activity from PubChem.

A portion of the library, so the mix of outcomes need not match the whole.
